Chronic BCR inh – inhibitors of chronic active B-cell receptor signaling; ABC-DLBCL IkBa-CBG/CBR reporter, luminescence ratio, 4 h; Potency, µM (doses to about 46.1 µM), without a hit: at the highest dose ratio change, negative = lower green/red ratio, actives largely listed as inhibitors; 340,000 compounds, 0.05% hits; active = well fitted inhibition curve with a large enough effect in the signal ratio, with a control signal flat, not every such curve was filed as active; inconclusive = small, poorly fitted or top-dose-only effect, or effect the other way, or a change in a side signal; the % refers to the signal ratio;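 note: potency is the fitted concentration of half-maximal effect; plate controls were basal doxycycline-induced cells for no effect and cells given 10 µM MG132 for full effect; MG132 reads +100%, hits lower the ratio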
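Compounds up to 46 uM were incubated four hours with TMD8 cells whose green CBG68 luciferase is fused to IkappaBalpha; red CBR luminescence normalised the signal, and concentration-effect curves were fitted to fusion, red and ratio data.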
ASM inhibitor – human S-ASM enzyme inhibition. P17405. placental ASM, HMU-PC fluorogenic substrate, 60 min. Potency, µM (series often up to 57.5 µM), for inactives: top-dose activity change, negative = inhibition, usual class: inhibitors. 340,000 compounds, 0.006% hits. AID 504937; note: potency is the fitted concentration of half-maximal effect
Target sequence (P17405 47-631 limits assumed): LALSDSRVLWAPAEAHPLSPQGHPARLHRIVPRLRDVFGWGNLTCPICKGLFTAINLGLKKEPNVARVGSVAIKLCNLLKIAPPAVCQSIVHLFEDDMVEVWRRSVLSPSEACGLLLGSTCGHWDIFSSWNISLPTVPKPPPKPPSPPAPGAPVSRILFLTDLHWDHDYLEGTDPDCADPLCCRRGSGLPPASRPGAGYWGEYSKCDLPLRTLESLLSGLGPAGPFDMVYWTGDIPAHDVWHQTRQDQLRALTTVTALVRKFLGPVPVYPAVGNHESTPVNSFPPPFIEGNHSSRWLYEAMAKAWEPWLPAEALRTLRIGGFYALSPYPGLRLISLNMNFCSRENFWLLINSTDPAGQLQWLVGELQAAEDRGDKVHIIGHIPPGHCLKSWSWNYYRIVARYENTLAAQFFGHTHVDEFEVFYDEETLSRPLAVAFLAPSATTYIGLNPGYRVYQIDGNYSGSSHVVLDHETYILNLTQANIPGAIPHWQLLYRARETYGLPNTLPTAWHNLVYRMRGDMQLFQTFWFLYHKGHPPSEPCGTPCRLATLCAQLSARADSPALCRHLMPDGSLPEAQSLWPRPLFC
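Fluorogenic HMU-PC substrate (9 uM final) is turned over by placental ASM in 60 min at 37 C after a 10 min compound preincubation. Reaction ended by alkaline stop (pH 10), with fluorescence read at 386/447 nm.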
Eya2 phos inh – blocks the phosphatase activity of human Eya2; O00167; recombinant Eya2, OMFP fluorescence dephosphorylation (OMFP is methylfluorescein phosphate); Potency, µM (series often up to 76.9 µM), for inactives: at the top dose activity, negative = inhibition, most hits filed as inhibitors; 330,000 compounds, 0.006% hits; AID 488837; note: potency is the fitted concentration of half-maximal effect; % is set by controls: 0 for no effect and ±100 for the full control effect
Target sequence (O00167 whole entry, looked up): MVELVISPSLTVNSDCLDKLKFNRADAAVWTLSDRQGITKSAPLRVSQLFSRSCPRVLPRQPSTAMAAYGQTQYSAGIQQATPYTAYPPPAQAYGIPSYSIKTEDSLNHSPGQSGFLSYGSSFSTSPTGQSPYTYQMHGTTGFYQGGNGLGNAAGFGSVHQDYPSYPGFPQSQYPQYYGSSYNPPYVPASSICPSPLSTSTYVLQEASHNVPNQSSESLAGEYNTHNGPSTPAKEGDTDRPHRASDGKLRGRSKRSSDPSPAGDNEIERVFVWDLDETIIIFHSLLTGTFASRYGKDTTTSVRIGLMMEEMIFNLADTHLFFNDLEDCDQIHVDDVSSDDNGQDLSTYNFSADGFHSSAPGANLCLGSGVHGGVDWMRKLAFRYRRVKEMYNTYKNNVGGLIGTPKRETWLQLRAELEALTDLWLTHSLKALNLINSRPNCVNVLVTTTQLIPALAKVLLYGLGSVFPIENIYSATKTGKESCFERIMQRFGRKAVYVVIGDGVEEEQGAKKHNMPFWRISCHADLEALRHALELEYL
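Eya2 (0.2 uM) preincubated 10 min at ambient with compound, then OMFP substrate added at 50 uM; 10 min reaction in 50 mM HEPES pH 7.5, 50 mM NaCl, 5 uM MgCl2, 0.05% BSA, 1 mM DTT. Fluorescence read at Ex 485/Em 525 nm.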
Integrin act MD – integrin-mediated muscular dystrophy alleviation activation; Potency, µM (top dose mostly 38.3 µM), inactives show at the top dose activation, actives largely listed as activators; 350,000 compounds, 0.064% hits; alpha7betagal myoblasts, beta-gal FDG fluorescence, 48 h; AID 624291;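 note: potency is the fitted concentration of half-maximal effect; 100% = response of the positive control SU9516; nearly all actives have a fitted effect of over 60% in size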
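Alpha7betagal+/- myoblasts (passage 13) were plated 16-24 hr, then exposed to compounds (1:260 dilution of DMSO stock) for 48 hours at 37C. After MPER lysis, β-galactosidase reporter activity was read as FDG fluorescence (ex 480/em 540) after 30 minutes.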
TCR act – T cell receptor activation; primary human leukocytes, anti-CD3, IL-2 HTRF, 48 h; Potency, µM (titrated, usually from 9.22 µM), for the others: at the highest dose activation of IL-2 secretion, actives largely listed as activators; 330,000 tested, under 10 active; AID 504894; note: % of control where 0% means no effect
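Compounds are tested in HTS on primary human leukocytes co-incubated with a-CD3 beads for 48 hr. IL-2 output is measured by time-resolved FRET.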
TSG101-PTAP inh – blocks PTAP/TSG101 interaction to inhibit HIV-1 budding; AID 493005; Q99816; Potency, µM (highest dose often 115 µM), inactives show at the top dose activity change, negative = inhibition, actives largely listed as inhibitors; 340,000 tested, under 10 active; Fluorescence polarization, FITC-PTAP peptide / Tsg101 binding; active = well fitted inhibition curve with a large enough effect in the main read-out, with a control signal flat, not every such curve was filed as active; inconclusive = small, poorly fitted or top-dose-only effect, or effect the other way, or a change in a side signal; inactive = no such curve, though single readings can be large or run the other way; note: potency is the fitted concentration of half-maximal effect; % of control where 0% means no effect
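Steps: Tsg101 binding domain dispensed (10 uM final), compounds pinned in DMSO, FITC-labeled PTAP-motif peptide added (50 nM final); after 20 min binding at room temperature, polarization measured.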
ELG1 DNA repair – inhibitors of ELG1-dependent DNA repair in HEK293T cells; Potency, µM (top dose mostly 46.1 µM), inactives show at the highest dose activity change, negative = inhibition, actives largely listed as inhibitors; 330,000 compounds, 2.3% hits; HEK293T ELG1-luciferase reporter, luminescence, 16 h; DNA damage induced by 5-fluorouridine; note: potency is the fitted concentration of half-maximal effect; % is set by controls: 0 for no effect and ±100 for the full control effect; nearly all actives have a fitted effect of over 55% in size
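Overnight (16 hr) co-exposure of 2,000 cells/well to 5-fluorouridine and compound at 37 °C preceded detection. Luciferase was quantified via ONE-Glo luminescence; loss of signal denotes inhibition.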
TSHR antag – human thyrotropin receptor antagonism. TSHR-expressing cells, TSH-stimulated cAMP HTRF, 2 h; hits give low values. 330,000 compounds, 0.2% hits. activity change, negative = inhibition, % at 11.5 µM;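 active = activity change below a set negative limit, meaning inhibition stronger than a set level, cut at about -70% in these data; inconclusive = activity change between two set negative limits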; note: % is set by controls: 0 for no effect and ±100 for the full control effect
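Cell-based HTRF cAMP assay; TSHR cells + compound, TSH EC80 (4nM final), 2 h, 37 deg C. Lysis with anti-cAMP cryptate and cAMP-d2, 30 min RT, read 665/620 nm.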
Mito fusion yeast – blocks mitochondrial division or promotes mitochondrial fusion; S. cerevisiae fusion-defective mutant growth rescue, CellTiterGlo 48 h; Potency, µM (doses to about 46.1 µM), for the others: at the highest dose growth rescue (activation), usual class: activators; 320,000 compounds, 0.23% hits; AID 485298;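 note: potency is the fitted concentration of half-maximal effect; % of control where 0% means no effect; nearly all actives have a fitted effect of over 45% in size; temperature-sensitive fusion mutants such as fzo1-1 at 37 °C on non-fermentable ethanol glycerol medium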
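Luminescent cell viability in 1536-well qHTS format served as the measure of rescued growth in ts fusion-mutant S. cerevisiae cultured on non-fermentable YPEG for 48 hours at 37C.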
Tb PFK inh – blocks T. brucei phosphofructokinase; O15648; T. brucei PFK, ADP-Glo luminescence; Potency, µM (titrated, usually from 57.5 µM), inactives show at the highest dose activity, negative = inhibition, usual class: inhibitors; 330,000 compounds, 0.17% hits; AID 485367;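 note: potency is the fitted concentration of half-maximal effect; 0% = uninhibited 1x PFK enzyme wells and -100% = no-enzyme wells; nearly all actives have a fitted effect of over 60% in size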
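Activity is normalized to no-enzyme wells (full inhibition) and 1.25 nM enzyme wells (no inhibition). Reaction: 0.5 mM F6P, 0.1 mM ATP, 45 min RT, ADP-Glo luminescence; concentration-response curves fitted and classed by quality.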
AT treatment – candidate therapy for ataxia-telangiectasia; […] A-T fibroblasts, KAP-1 phosphorylation AlphaLISA; neocarzinostatin DNA damage 30 min before lysis; Potency, µM (highest dose often 57.5 µM), for the others: at the highest dose activation, most hits filed as activators; 320,000 compounds, 0.19% hits; AID 485349; note: potency is the fitted concentration of half-maximal effect; % of control where 0% means no effect; nearly all actives have a fitted effect of over 45% in size
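hTERT-immortalized A-T patient fibroblasts ([…]), 500 cells/well in OPTI-MEM, 1% FBS, got compounds for 60 min, then NCS for 30 min at 37C. Lysates were then assayed for phospho-KAP-1 by AlphaLISA (anti-pKAP1 donor, anti-KAP1 acceptor beads), 6 hr at 25C.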
* marks the source's active call; other numbers are inactive results; ? = inconclusive; . = not tested or not shown; [ ] = another dose, or the depositor's remark. Unless noted, calls come from the whole dose curve; as a rule, active = well fitted curve in the direction sought with a large enough effect; inconclusive = small, poorly fitted or top-dose-only effect, or another doubt; inactive = no such curve, though single readings can be large; an effect the other way counts as inactive or inconclusive. This is a random part of the collection; about 3.2% have a hit in one of these screens.

Under each structure – Chronic BCR inh	ASM inhibitor	Eya2 phos inh	Integrin act MD	TCR act	TSG101-PTAP inh	ELG1 DNA repair	TSHR antag	Mito fusion yeast	Tb PFK inh	AT treatment
- COc1cc(F)c(C2=CC(=O)C[C@H](c3ccc(Cl)cc3)C2)cc1F
  5%	-18%	3%	3%	-4%	-3%	?	15	?	-5%	27%
- CP(=O)(Nc1cc(Cl)ccc1Cl)c1nc2c(s1)CCCC2 (stereo not given)
  -11%	-2%	2%	-48%[inhibitor]	-2%	-7%	-9%	-1	2%	-1%	-3%
- O=C1CC(=O)N(CCc2ccc(F)cc2)C(=O)N1
  -12%	8%	16%	32%	8%	-2%	-4%	0	1%	-1%	-1%
- Cc1ccc(/C=C/C(=O)N2CCCN(C(=O)/C=C/c3ccc(C)cc3)CC2)cc1
  -3%	-4%	-12%	-17%	1%[46.1 µM]	0%	20%	-5	19%	-8%	3%
- CCOC(=O)C1=C(c2ccccc2)Nc2ncnn2C1c1ccccn1 (stereo not given)
  -2%	7%	-1%	6%	-2%	-3%	?	11	-3%	10%	-2%
- COc1cccc(NC(=O)CSc2nnnn2C2CCCCC2)c1
  ?	-3%	-9%	8%	2%	3%	2%	-12	12%	1%	-8%
- Cc1cc(C)n(-c2nnc(C)n2NC(=O)c2cccc(Cl)c2)n1
  -4%	2%	-2%	17%	3%[46.1 µM]	-1%	9%	-4	-1%	2%	.
- CCOC(=O)CSc1nc(COc2ccccc2)nc2ccccc12
  ?	-6%	-1%	-13%	3%	-7%	-12%	13	-10%	2%	-14%
- CCCCn1c(-c2ccccc2)nc2c(=O)n(C)c(=O)[nH]c21
  -1%	2%	12%	17%	6%	-3%	8%	5	-1%	2%	-2%
- CCS(=O)c1ccccc1C(=O)OCC(=O)Nc1cccc(S(=O)(=O)N2CCCCC2)c1 (stereo not given)
  1%	-2%	3%	0%	4%	0%	-14%	-16	2%	-1%	-3%

Continued:
Under each structure – Chronic BCR inh	ASM inhibitor	Eya2 phos inh	Integrin act MD	TCR act	TSG101-PTAP inh	ELG1 DNA repair	TSHR antag	Mito fusion yeast	Tb PFK inh	AT treatment
- O=C(Cc1ccccc1[N+](=O)[O-])NCCCc1ccccc1
  ?	1%	-16%	-9%	-50%	1%	4%	-10	4%	0%	-7%
- CC(=O)Oc1ccc(C23CC4CC(CC(C4)C2)C3)cc1C(=O)O
  1%	.	-7%	.	.	.	0%	-24	?	1%	1%
- CCOC(=O)c1[nH]c2c(c1C)C(=O)CC(c1ccco1)C2 (stereo not given)
  ?	-1%	3%	?	0%	2%	23%	-1	6%	?	10%
- Nc1cc(=O)[nH]c(=O)n1CC1CC1
  ?	7%	-1%	10%	8%	-6%	-1%	19	-4%	-3%	-2%
- COc1nc(OC)nc(N2CCC(NC(=O)C(Cc3ccc(C(C)C)cc3)NC(C)=O)CC2)n1 (stereo not given)
  ?	0%	-2%	-36%	8%	-4%	-9%	1	-2%	4%	4%
- Cc1cccc(C(=O)Nc2cccc3c2CCCC3)c1
  ?	0%	-17%	19%	.	-2%	-2%	-6	3%	-5%	11%
- CC(C)Cc1nnc(NC(=O)CSc2nc(-c3ccccc3)cc(=O)[nH]2)s1
  -5%	-2%	8%	-11%	-2%	3%	?	-23	5%	1%	-1%
- Cc1c(C(=O)N(C)c2ccccc2Cl)cnn1-c1ccccc1
  ?	1%	-9%	6%	6%	4%	0%	-5	0%	-1%	6%
- O=C(COC(=O)c1cc([N+](=O)[O-])ccc1NCc1ccccc1)NC1CCCCC1
  -11%	2%	0%	6%	1%[46.1 µM]	-4%	-8%	13	-6%	0%	0%
- CC(=O)Nc1ccc(OCC(=O)NCCc2ccccc2)cc1
  2%	-1%	-3%	-14%	-2%	-4%	?	11	-8%	0%	4%

Remaining list, next part.
Under each structure – Chronic BCR inh	ASM inhibitor	Eya2 phos inh	Integrin act MD	TCR act	TSG101-PTAP inh	ELG1 DNA repair	TSHR antag	Mito fusion yeast	Tb PFK inh	AT treatment
- CCN(CC)CCCN1C(=O)C(O)=C(C(=O)c2ccc(C)o2)C1c1ccc(C)o1 (stereo not given)
  0%	4%	-2%	-26%	-1%[46.1 µM]	0%	?	6	-2%	0%	0%
- O=C(NC(C(=O)N1CCCC1C(=O)O)=C1CCCCC1)c1ccccc1 (stereo not given)
  0%	0%	9%	-4%	1%	-3%	-10%	-20	8%	5%	13%
- COc1ccc(N2CCN(C(=O)[C@@H]3CCCN3C3=NS(=O)(=O)c4ccccc43)CC2)cc1
  0%	-3%	12%	17%	-7%	-1%	1%	6	-3%	0%	-2%
- O=C(NC1CCCC1)C(c1c[nH]c2ccccc12)N(C(=O)Cn1nnc(-c2ccc(Cl)cc2)n1)c1ccccc1 (stereo not given)
  ?	0%	-3%	?	1%	-7%	?	2	-5%	5%	-3%
- O=C(c1csc2c1CCCC2)N1CCN(c2ncccn2)CC1
  ?	5%	-19%	32%	3%	-8%	-12%	8	-5%	13%	4%
- Cc1ccccc1-c1noc(CNC(=O)c2ccco2)n1
  7%	7%	-2%	11%	-2%	0%	-5%	-28	-10%	0%	-3%
- Cc1ccc(C)c(S(=O)(=O)Nc2ccc(C(=O)NCCc3ccccn3)cc2)c1
  -3%	-1%	-8%	3%	-2%	-1%	-1%	-1	3%	3%	0%
- COCCn1c(SCC(=O)NCCc2ccc(OC)c(OC)c2)nc2c([nH]c3ccccc32)c1=O
  -8%	67%[activator]	4%	3%	0%	-3%	-11%	0	21%	2%	10%
- Cc1cc(O)ccc1Nc1nc(-c2cccs2)cs1
  ?	-9%	10%	?	7%	-5%	?	3	2%	1%	0%
- COc1ccccc1CNC(=O)CSc1nc2ccccc2c(=O)n1CCCN1CCOCC1
  1%	2%	-3%	-17%	-2%	-9%	12%	-12	1%	0%	3%

Next section:
Under each structure – Chronic BCR inh	ASM inhibitor	Eya2 phos inh	Integrin act MD	TCR act	TSG101-PTAP inh	ELG1 DNA repair	TSHR antag	Mito fusion yeast	Tb PFK inh	AT treatment
- O=C(c1ccc2ncsc2c1)N1CCCCC1
  ?	5%	9%	19%	3%	-6%	7%	48	2%	23%	-16%
- O=C(CN1CCN(c2ccc(O)cc2)CC1)N1CCc2ccccc21
  -13%	1%	6%	?	0%	-2%	?	-4	-7%	-27%	-9%
- CCS(=O)(=O)N1CCC(C(=O)NCCCN2CCCCCC2)CC1
  -1%	-1%	-21%	-10%	3%	-4%	9%	-3	8%	6%	-3%
- COC(=O)c1ccc(COc2ccc(F)cc2)o1
  ?	2%	8%	2%	-6%	-1%	2%	-6	-3%	-8%	-1%
- CCOCCc1nnc(NC(=O)COC)s1
  6%	7%	11%	7%	-1%	-7%	13%	17	-6%	0%	-3%
- CN(C)Cc1ccccc1C(O)(c1ccccc1)c1ccccc1
  4%	0%	3%	-15%	-1%	-1%	-8%	-3	-5%	-3%	6%
- CCCCCC1CC(=O)C=C(C)C1C(=O)OC (stereo not given)
  8%	3%	-13%	14%	5%	0%	13%	11	-1%	-5%	12%
- CC(C)(C)[C@@H]1C=C(C(=O)Nc2ccccc2)O[C@H](OCc2ccc(CO)cc2)C1
  1%	-3%	-14%	11%	-2%	-1%	7.3µM*	10	6%	1%	-1%
- COC(=O)c1ccc(C(=O)OC)c(NC(=S)N2CCC(C(N)=O)CC2)c1
  -1%	37%[activator]	1%	21%	-2%	-3%	-2%	-7	-7%	15%	-1%
- CC(C)(C)n1nnnc1C(c1cccs1)N(Cc1ccccc1)Cc1ccco1 (stereo not given)
  -1%	-2%	6%	7%	-87%	1%	-21%	4	?	4%	6%
- COc1ccccc1N1CCN(/N=C\c2ccccc2)CC1
  -9%	5%	-14%	-15%	-1%	0%	0%	29	2%	-2%	-21%
- CCN(CC)c1ccc(N=CN2CCOCC2)cc1
  3%	4%	?	-7%	2%	2%	-5%	-13	-6%	2%	-4%
